Bioassay records as filed in PubChem BioAssay.
ERp5 block: inhibitors of ERp5-driven insulin aggregation, primary screen, biochemical, turbidity, absorbance 650 nm, single point | Protein disulfide-isomerase A6 (Homo sapiens), Q15084 | 90 min | inhibition, % at 9.99 µM | 350,000 tested, 0.05% active;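 active = mean replicate inhibition above about 25%, with every replicate also reaching it, limit read from the data, passing the limit was not always enough; inconclusive = only one of those two criteria met; inactive = neither criterion met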
Target sequence (Q15084 whole entry, looked up): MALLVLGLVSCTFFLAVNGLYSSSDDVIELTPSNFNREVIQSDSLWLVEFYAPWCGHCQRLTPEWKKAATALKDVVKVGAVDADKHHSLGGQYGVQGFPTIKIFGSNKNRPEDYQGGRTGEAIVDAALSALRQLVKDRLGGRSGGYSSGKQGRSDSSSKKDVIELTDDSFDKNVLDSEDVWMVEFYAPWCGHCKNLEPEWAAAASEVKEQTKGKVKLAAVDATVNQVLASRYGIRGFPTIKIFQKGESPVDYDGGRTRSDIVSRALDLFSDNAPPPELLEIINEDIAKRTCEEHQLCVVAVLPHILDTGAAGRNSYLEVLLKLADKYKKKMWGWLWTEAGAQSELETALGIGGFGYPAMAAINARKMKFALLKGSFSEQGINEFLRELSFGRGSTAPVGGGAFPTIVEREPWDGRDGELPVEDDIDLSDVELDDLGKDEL
E-sel inducer: E-selectin induction in HUVECs, primary screen, imaging, HUVEC, immunofluorescence imaging, single point; P16581; 260,000 tested, 0.37% active; normalized: neutral wells 0, TNF-alpha wells 100; activation, % at 7.58 µM;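 active = mean E-selectin-positive cell signal at least 10% of the positive control, reached in at least 60% of replicates, without over 20% cell loss; inconclusive = no rule given, readout overlaps actives, possibly toxicity-flagged; inactive = the rest, including those meeting only one limit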;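 note: in these data hits start at about 27%; measured in HUVEC primary endothelial cells; signal is the percent of cells scored E-selectin positive by PE staining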
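Test system – human umbilical vein endothelial cells (HUVEC), E-selectin induction · Input – 3,000 HUVEC seeded per well · Buffer or medium – EGM-2, gelatin · Compound dosing – single-point compound dose · Detection – immunofluorescence imaging · Measure – percent E-selectin-positive cells · Controls – TNF-alpha high, DMSO low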
S100A4 MyoIIA: inhibitors of S100A4-myosin IIA peptide binding, primary screen, biochemical, fluorescence polarization, TAMRA-MyoIIA peptide. Protein S100-A4 (Homo sapiens), P26447. inhibition, % at 10.7 µM. 360,000 tested, 0.14% active;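 active = mean inhibition of at least 70% across replicates, with every replicate also reaching that level; inconclusive = mean inhibition reaches 70% but some replicates fall short; inactive = mean inhibition below 70%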
Target sequence (P26447 whole entry, looked up): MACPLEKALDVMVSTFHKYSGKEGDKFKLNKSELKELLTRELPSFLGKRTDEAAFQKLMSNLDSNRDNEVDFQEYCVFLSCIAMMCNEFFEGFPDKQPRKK
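Test system: S100A4 monomer protein; Medium: HEPES pH 7.2 with CaCl2, KCl, NaCl, DTT, Triton; Probe or stimulus: TAMRA-labelled myosin IIA heavy-chain peptide probe, 5 nM; Doses: one dose per compound; Times: polarization read 5 min after assay mix addition, stable 5–60 min; Benchmarks: neutral control DMSO, positive control TFP.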
SIRT5 inh: SIRT5 desuccinylase inhibitors, primary screen, biochemical, fluorescence imaging, single point, set 5 | 330,000 tested, 1.1% active | inhibition, % at 15 µM | Purified SirT5, succinyl-peptide AMC, trypsin-coupled fluorescence | NAD-dependent protein deacylase sirtuin-5, mitochondrial (Homo sapiens), Q9NXA8; in the data active = inhibition above about 15%; inconclusive = no clear call, values can overlap the other calls
Target sequence (Q9NXA8 whole entry, looked up): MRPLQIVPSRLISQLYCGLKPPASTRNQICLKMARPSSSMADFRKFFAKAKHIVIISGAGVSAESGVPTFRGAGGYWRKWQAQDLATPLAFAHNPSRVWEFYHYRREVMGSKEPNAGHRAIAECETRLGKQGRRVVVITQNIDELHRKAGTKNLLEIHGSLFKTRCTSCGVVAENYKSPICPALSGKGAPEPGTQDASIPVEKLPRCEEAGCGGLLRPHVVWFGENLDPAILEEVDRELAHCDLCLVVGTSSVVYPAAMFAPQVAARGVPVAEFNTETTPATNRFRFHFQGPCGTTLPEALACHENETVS
Statin myotox sup: suppressors of statin myotoxicity in C2C12 myotubes, primary screen, cell-based, single point, plate reader | C2C12 myotubes + simvastatin, ATP luminescence, 48 h; scaled: DMSO 0, geranylgeraniol control 100 | rescue of ATP level, % at 7.49 µM | 330,000 tested, 0.78% active | AID 602340, 2012;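 active = mean ATP rescue above about 67%, or every replicate alone reaching that limit, limit read from the data, passing the limit was not always enough; inconclusive = no clear call, values can overlap the other calls; inactive = mean under the limit and some replicate under it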;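 note: myotubes were challenged with 10 µM simvastatin during compound exposure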
PglD inh: C. jejuni PglD acetyltransferase inhibitors, primary screen, biochemical, DTNB colorimetric, single point | UDP-N-acetylbacillosamine N-acetyltransferase PglD (Campylobacter jejuni) | purified PglD enzyme, DTNB colorimetric CoA detection | inhibition, % at 12.5 µM | 360,000 tested, 0.098% active | AID 602405, 2012; in the data active = inhibition above about 16%, passing the limit was not always enough; inconclusive = no clear call, values can overlap the other calls; note: strong numbers were not always called active
DENV2 CPE rescue: inhibitors of DENV2 cytopathic effect, primary screen, cell-based, plate reader, single concentration. DENV2-infected cells, cytopathic effect rescue. CPE inhibition, % at 9.99 µM. 350,000 tested, 1.7% active. AID 651640, 2012; in the data active = CPE inhibition above about 20%, passing the limit was not always enough; inconclusive = no clear call, values can overlap the other calls; tested in BHK-21 cells;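 note: 0% = median of neutral control wells and 100% = median of positive control wells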
The depositor's hits bear a star; ? = inconclusive; / = no result given.

| Structure | PglD inh | SIRT5 inh | ERp5 block | E-sel inducer | S100A4 MyoIIA | DENV2 CPE rescue | Statin myotox sup |
| --- | --- | --- | --- | --- | --- | --- | --- |
| O=C(C[C@H]1C/C=C\C[C@@H](Cc2ccc(F)cc2)C(=O)OC[C@H]2CCCN2C1=O)NCCO | -4 | 1 | 1 | 0.0 | 13 | 9 | 6 |
| CCC(=O)N1CCCC1(C)C(=O)Nc1ccc2c(c1)CCN2C(C)=O (stereo not drawn) | -3 | -9 | 6 | 0.0 | 7 | ? | 6 |
| CC/C(=N\Nc1ccc([N+](=O)[O-])cc1[N+](=O)[O-])c1ccc(O)cc1 | -10 | 0 | -2 | 0.1 | 0 | -1 | 0 |
| O=C(Nc1ccccc1F)C1CC1c1ccccc1 (stereo not drawn) | / | 0 | 3 | -0.2 | -3 | -1 | / |
| CCCCn1c(=O)c(CCC(=O)OC(C)C(=O)Nc2cccc(Cl)c2Cl)nc2ccccc21 (stereo not drawn) | 6 | / | 2 | / | -4 | -1 | 20 |
| CCCN(C[C@H]1N[C@H](CO)[C@@H]1c1ccccc1)C(=O)COC | / | 6 | -3 | -0.1 | 1 | 3 | / |
| Cc1ccc(S(=O)(=O)CCC(=O)OCC(=O)N(C)C2CCS(=O)(=O)C2)cc1 (stereo not drawn) | / | -5 | 5 | / | -17 | -1 | / |
| CCCC1=NN2C(=N)/C(=C\c3cc(C)n(-c4cccc(C)c4)c3C)C(=O)N=C2S1 | / | 0 | 2 | 5.0 | -3 | -3 | / |
| O=C(CCNS(=O)(=O)c1ccc2[nH]c(=O)oc2c1)NCc1ccccc1 | 1 | -9 | 1 | / | 3 | 4 | 3 |
| C[C@@H]1CN([C@@H](C)CO)C(=O)Cc2cc(NC(=O)C3CCCCC3)ccc2O[C@@H]1CN(C)Cc1ccc(Oc2ccccc2)cc1 | 4 | -3 | 6 | 0.1 | 11 | 2 | -19 |
| CCOc1ccc(C(=O)NNC2CC(=O)N(Cc3ccc(Cl)cc3)C2=O)cc1OC (stereo not drawn) | / | -2 | 3 | 2.2 | 2 | / | / |
| O=C(NCCN1CCOCC1)c1cnn2c1NC(c1cccs1)CC2C(F)(F)F (stereo not drawn) | / | 4 | -1 | / | 4 | 0 | / |
| O=C(O)c1cc(=O)[nH]c2ccccc12 | 2 | 1 | 2 | / | -4 | 7 | -2 |
| CC(=O)N1CCc2cc(S(=O)(=O)CCC(=O)NCc3ccc(F)cc3)ccc21 | -1 | 1 | 2 | / | 1 | 5 | -1 |
| Cc1ccc(CCNS(=O)(=O)c2ccc3c(c2)NC(=O)C(C)C(=O)N3)cc1 (stereo not drawn) | -2 | -3 | 8 | / | 1 | -12 | 24 |
| O=C(CNc1cccc(Cl)c1)c1ccc(Br)cc1 | -5 | -1 | 1 | 0.0 | 0 | 0 | 1 |
| COc1cc(CNc2ccc3[nH]c(=O)[nH]c3c2)ccc1OCc1ccc(Cl)cc1 | 4 | -2 | 1 | -0.3 | 0 | 6 | 23 |
| CCOC(=O)c1ccccc1N1C(=O)CSC1=S | -7 | -5 | -5 | / | -10 | -5 | 1 |
| CC(C)(C)[S@@](=O)N1Cc2cc(C(=O)NCc3ccncc3)nc(-c3cccc(-c4cccc(C#N)c4)c3)c2[C@H]1CCO | 5 | 2 | -6 | -0.1 | -6 | -1 | -11 |
| O=C(CSc1nnc(-c2cccc(Br)c2)o1)N1CCNC1=O | -1 | -4 | 3 | -1.2 | -9 | 1 | -5 |
| O=C(NC[C@@H]1[C@H](c2ccccc2)[C@H](CO)N1CC1CCCC1)c1ccccc1 | 0 | -1 | 1 | -0.3 | 3 | -10 | -5 |
| CC12CCC(C(=O)N(c3ccc(Cl)cc3)C1=O)C2(C)C (stereo not drawn) | -3 | 0 | 6 | -2.4 | -2 | -5 | / |
| Cc1ccc(C)c(S(=O)(=O)Nc2ccc3[nH]c(=O)[nH]c3c2)c1 | 1 | 0 | -2 | / | 2 | -2 | 8 |
| C[C@@H]1CN([C@@H](C)CO)S(=O)(=O)c2ccc(-c3cccnc3)cc2O[C@@H]1CN(C)C(=O)NC1CCCCC1 | 0 | -2 | -1 | 0.0 | -2 | -6 | 31 |
| C=CCn1c(-c2ccc3ncccc3c2)n[nH]c1=S | 1 | -1 | -2 | 0.0 | -4 | 5 | / |
| CC1CCN(C(=O)c2ncn3c2c(=O)[nH]c2ccc(Br)cc23)CC1 | -7 | / | 0 | 0.0 | 6 | -7 | -1 |
| O=C(NCC1CC1)c1ccc2c(c1)S(=O)(=O)c1cc(Cl)ccc1C2=O | -1 | / | 4 | -0.1 | -1 | -15 | -13 |
| O=S(=O)(c1ccc(F)cc1)N1CCCCN2[C@@H](CO)[C@H](c3ccc(-c4cncnc4)cc3)[C@@H]2C1 | -2 | 8 | 0 | -0.2 | -7 | -12 | 8 |
| CCc1ccc(NC(=O)c2cc(Br)ccc2Br)cc1 | / | 0 | 5 | 0.0 | -4 | -5 | / |
| COc1ccc(-c2noc3c2-c2nc(-c4ccccc4F)sc2CC3)cc1 | -7 | 5 | 0 | -0.3 | -10 | 5 | -6 |

Whole records as entered above. Order of values: PglD inh	SIRT5 inh	ERp5 block	E-sel inducer	S100A4 MyoIIA	DENV2 CPE rescue	Statin myotox sup
Listed for `CCCN(C[C@H]1N[C@H](CO)[C@@H]1c1ccccc1)C(=O)COC` → /	6	-3	-0.1	1	3	/
Listed for `Cc1ccc(CCNS(=O)(=O)c2ccc3c(c2)NC(=O)C(C)C(=O)N3)cc1` (stereo not drawn) → -2	-3	8	/	1	-12	24
Listed for `COc1ccc(-c2noc3c2-c2nc(-c4ccccc4F)sc2CC3)cc1` → -7	5	0	-0.3	-10	5	-6
Listed for `O=C(CSc1nnc(-c2cccc(Br)c2)o1)N1CCNC1=O` → -1	-4	3	-1.2	-9	1	-5
Listed for `CCCC1=NN2C(=N)/C(=C\c3cc(C)n(-c4cccc(C)c4)c3C)C(=O)N=C2S1` → /	0	2	5.0	-3	-3	/

(continued)
| Structure | PglD inh | SIRT5 inh | ERp5 block | E-sel inducer | S100A4 MyoIIA | DENV2 CPE rescue | Statin myotox sup |
| --- | --- | --- | --- | --- | --- | --- | --- |
| Cc1ccc(S(=O)(=O)N2CCC(C(=O)NNC(=O)c3cccnc3)CC2)cc1 | / | 2 | -3 | 1.8 | 2 | -3 | / |
| Cc1cc(C)n(/N=C/c2c[nH]c3ccccc23)c(=O)c1 | 2 | / | / | 1.3 | / | / | 7 |
| CCCCCOc1ccc(C(C)(O)C(CN2CCOCC2)c2ccccc2)cc1 (stereo not drawn) | 5 | 3 | 4 | 0.7 | 0 | -4 | -3 |
| OC[C@@H]1[C@@H](c2ccc(-c3ccc(F)cc3)cc2)[C@H]2CN(Cc3ccncc3)CCCCN12 | -6 | 11 | 8 | -0.6 | 30 | 18 | 4 |
| COc1cccc(C(=O)OCC(=O)NCC2CCCO2)c1 (stereo not drawn) | / | -3 | -2 | 0.2 | -6 | -6 | / |
| CCCC#Cc1cnc2c(c1)C(=O)N([C@H](C)CO)C[C@@H](C)[C@@H](CN(C)S(=O)(=O)c1cccc(OC)c1)O2 | -1 | 2 | -1 | 0.6 | 3 | -1 | -11 |
| Cc1cccc(S(=O)(=O)N[C@@H]2CC[C@H](CCn3cc(-c4ccccn4)nn3)O[C@H]2CO)c1 | -2 | 6 | 0 | -0.2 | 33 | -4 | 0 |
| CO[C@H]1CN(C)C(=O)c2cc(NC(=O)C3CC3)ccc2OC[C@H](C)N(Cc2cccnc2)C[C@H]1C | 2 | -1 | 1 | -0.2 | 0 | 3 | -8 |
| COc1ccc(/C=C/C(O)=C2/C(=O)NC3(C)CC2c2ccccc2O3)c(OC)c1OC (stereo not drawn) | -1 | -1 | -4 | 0.4 | -3 | 3 | 48 |
| CCOc1ccc2oc(C(=O)NCC(C)(C)CN(C)C)c(C)c2c1 | / | -7 | -2 | -0.3 | 0 | / | / |
| CCOC(=O)C1CCN(C(=O)c2ccc(CNS(=O)(=O)c3ccc(C)cc3)cc2)CC1 | / | 2 | 4 | 0.1 | -2 | 1 | / |
| COc1cc2c(cc1OC)C(C(=O)N(C)Cc1ccccc1)C(c1cccnc1)N(C)C2=O (stereo not drawn) | 2 | -1 | 5 | / | -3 | 1 | 8 |
| COc1ccc(C(C)(O)c2nc(-c3ccc(C)c(C)c3)cs2)cc1 (stereo not drawn) | 0 | / | 11 | -0.3 | -11 | 7 | 14 |
| O=P(c1ccccc1)(c1ccccc1)C(O)c1ccc(Br)cc1 (stereo not drawn) | 4 | -3 | 0 | -0.1 | 2 | 13 | 15 |
| Cc1cc(C)cc(NC(=O)NN2C(C)CCCC2C)c1 (stereo not drawn) | / | 0 | -3 | 4.9 | -4 | 4 | / |
| O=C(N/N=C(\CC(=O)c1cccs1)C(F)(F)F)c1ccncc1 | 0 | -3 | 2 | -1.0 | 0 | -1 | / |
| Cc1ccc(C)c(SCc2noc(C(=O)NCC3CCCO3)c2C(=O)O)c1 (stereo not drawn) | 1 | / | 4 | -0.2 | -19 | 0 | -2 |
| NC(=O)c1cc(S(=O)(=O)NCCc2ccc(S(N)(=O)=O)cc2)cs1 | 0 | -1 | 0 | / | 1 | 6 | -4 |
| COc1ccc(CNc2cc([N+](=O)[O-])ccc2OC)cc1 | 1 | -2 | -6 | / | -7 | -2 | 40 |
| CC(C)C#Cc1ccc2c(c1)O[C@H](CN(C)C(=O)NC(C)C)[C@@H](C)CN([C@H](C)CO)S2(=O)=O | 2 | 3 | 0 | 0.2 | -5 | 0 | -5 |
| COc1cccc(C#Cc2cnc3c(c2)C(=O)N([C@@H](C)CO)C[C@H](C)[C@H](CN(C)C(C)=O)O3)c1 | -2 | 4 | 4 | 0.1 | -7 | 0 | 7 |
| CC(C)NC(=O)c1onc(CSc2cccc(Cl)c2)c1C(=O)O | 0 | 0 | -5 | -0.2 | -4 | -19 | 11 |
| CCOC(=O)c1c[nH]c(=S)n(-c2ccccc2)c1=O | 0 | / | -5 | -0.2 | 2 | -9 | -2 |

Some of the entries so far, with values under each structure:
Under each structure: PglD inh | SIRT5 inh | ERp5 block | E-sel inducer | S100A4 MyoIIA | DENV2 CPE rescue | Statin myotox sup
CCCC#Cc1cnc2c(c1)C(=O)N([C@H](C)CO)C[C@@H](C)[C@@H](CN(C)S(=O)(=O)c1cccc(OC)c1)O2
 : -1 | 2 | -1 | 0.6 | 3 | -1 | -11
COc1ccc(CNc2cc([N+](=O)[O-])ccc2OC)cc1
 : 1 | -2 | -6 | / | -7 | -2 | 40
Cc1ccc(C)c(SCc2noc(C(=O)NCC3CCCO3)c2C(=O)O)c1 (stereo not drawn)
 : 1 | / | 4 | -0.2 | -19 | 0 | -2
COc1cccc(C(=O)OCC(=O)NCC2CCCO2)c1 (stereo not drawn)
 : / | -3 | -2 | 0.2 | -6 | -6 | /
Cc1cccc(S(=O)(=O)N[C@@H]2CC[C@H](CCn3cc(-c4ccccn4)nn3)O[C@H]2CO)c1
 : -2 | 6 | 0 | -0.2 | 33 | -4 | 0
Cc1ccc(S(=O)(=O)N2CCC(C(=O)NNC(=O)c3cccnc3)CC2)cc1
 : / | 2 | -3 | 1.8 | 2 | -3 | /
COc1ccc(C(C)(O)c2nc(-c3ccc(C)c(C)c3)cs2)cc1 (stereo not drawn)
 : 0 | / | 11 | -0.3 | -11 | 7 | 14

This is a subset. The share of hits here may be higher or lower than overall.
